Bioassay records (PubChem BioAssay)
SENP8 block-1 – inhibitors of human SENP8 protease; Q96LD8; 360,000 compounds, 0.64% hits; recombinant SENP8, Nedd8 substrate fluorescence; inhibition, % at 20 µM; AID 602440; in the data active = inhibition mostly above about 40%, no sharp cut-off; inactive = mostly below about 27%
Target sequence (Q96LD8 whole entry, looked up): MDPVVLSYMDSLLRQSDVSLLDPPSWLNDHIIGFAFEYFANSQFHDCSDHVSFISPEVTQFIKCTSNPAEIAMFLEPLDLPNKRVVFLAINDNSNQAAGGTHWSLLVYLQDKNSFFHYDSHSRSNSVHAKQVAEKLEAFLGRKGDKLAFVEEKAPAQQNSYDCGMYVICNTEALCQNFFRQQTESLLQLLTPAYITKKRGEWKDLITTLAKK
SENP7 block – blocks the human protease SENP7; 330,000 compounds, 1.5% hits; recombinant SENP7, Z-RLRGG-aminoluciferin luminescence, 40 min; inhibition, % at 5 µM;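 active = inhibition above about 50% at the single test dose, limit read from the data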;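 also: plate controls were DMSO with enzyme for no effect and no enzyme buffer wells for full effect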
SENP8 block-2 – inhibitors of human SENP8 protease; AID 2540; purified SENP8, Z-RLRGG-aminoluciferin cleavage, luminescence; inhibition, % at 10 µM; 330,000 compounds, 1.2% hits; in the data active = inhibition above about 50%
UBC13 inh – human UBC13 polyubiquitination inhibition | P61088 | UBC13 polyubiquitin chain formation, TR-FRET | inhibition, % at 20 µM | 330,000 compounds, 0.47% hits | AID 485273; in the data active = inhibition above about 45%, passing the limit was not always enough
Target sequence (P61088 whole entry, looked up): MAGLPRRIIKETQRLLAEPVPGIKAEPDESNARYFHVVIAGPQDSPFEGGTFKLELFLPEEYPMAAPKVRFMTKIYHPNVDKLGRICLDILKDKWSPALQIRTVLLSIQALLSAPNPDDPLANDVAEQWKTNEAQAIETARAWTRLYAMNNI
PfGluPho inh – PfG6PD (Plasmodium falciparum) enzyme inhibition. PfGluPho enzyme, NADPH resazurin-diaphorase fluorescence. inhibition, % at 20 µM. 350,000 compounds, 0.78% hits. AID 504690;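 active = inhibition reaching at least a set limit at 20 µM in the primary screen, cut at about 59% in these data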;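 also: 0% = DMSO wells with substrate and 100% = DMSO wells lacking glucose-6-phosphate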
MIN6 prolif – inducers of beta-cell replication in MIN6 cells; 330,000 compounds, 0.29% hits; MIN6 cells proliferation, ATPlite luminescence, 48 h; cells starved in 0.2% serum; 100% = growth in 10% serum; proliferation, % at 10 µM;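 active = compounds whose signal lies at least 3.5 SD above the mean of all wells on their plate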;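 also: 0% = DMSO-treated cells in low-serum medium and 100% = 10% serum control; some compounds called inactive have numbers as strong as hits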
HKDC1 inh – blocks human hexokinase HKDC1 activity; Q2TB90; recombinant HKDC1, G6PDH/diaphorase resazurin coupled fluorescence; inhibition, % at 20 µM; 340,000 compounds, 0.16% hits; AID 493160;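 active = inhibition above about 35% when tested at 20 µM, limit read from the data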;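 also: plate controls were DMSO wells with enzyme for no effect and DMSO wells lacking enzyme for full effect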
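Test system: Recombinant HKDC1 (HK5) hexokinase enzyme, produced in-house | Input: HKDC1 at 5 µg/mL | Buffer or medium: Tris pH 8.0 buffer with MgCl2, Tween-20, BSA, BME | Schedule: 90 min reaction incubation at room temperature, dark | Technique: Resazurin-to-resorufin fluorescence via G6PDH and diaphorase coupling, 525/613 nm | Controls: DMSO wells with and without enzyme mix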
SENP6 block – inhibitors of human SENP6 protease; Recombinant SENP6 catalytic domain, aminoluciferin luminescence; inhibition, % at 10 µM; 330,000 compounds, 1.8% hits; AID 2599; Q9GZR1;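 active = inhibition above about 50% at the single tested dose, limit read from the data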;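 also: plate controls were DMSO wells with enzyme for no effect and DMSO wells lacking enzyme for full effect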
Target sequence (Q9GZR1 628-1112 limits assumed): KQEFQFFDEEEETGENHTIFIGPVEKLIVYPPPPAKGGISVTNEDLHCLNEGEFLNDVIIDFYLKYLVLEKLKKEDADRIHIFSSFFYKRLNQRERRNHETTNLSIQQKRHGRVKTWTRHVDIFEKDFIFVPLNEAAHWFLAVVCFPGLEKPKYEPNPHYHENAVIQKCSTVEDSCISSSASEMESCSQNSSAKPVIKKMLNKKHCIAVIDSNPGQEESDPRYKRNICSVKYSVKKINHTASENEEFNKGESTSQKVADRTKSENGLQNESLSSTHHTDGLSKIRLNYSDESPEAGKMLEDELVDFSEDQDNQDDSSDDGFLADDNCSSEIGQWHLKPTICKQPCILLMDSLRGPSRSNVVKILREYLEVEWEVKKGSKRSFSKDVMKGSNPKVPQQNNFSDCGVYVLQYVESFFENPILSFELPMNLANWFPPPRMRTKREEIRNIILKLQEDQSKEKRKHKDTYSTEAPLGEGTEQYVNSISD
SENP1 FRET inh – inhibitors of human SENP1 SUMO protease catalytic domain; recombinant SENP1 catalytic domain, CyPet-SUMO1-YPet FRET cleavage; inhibition, % at 10 µM; 360,000 compounds, 0.21% hits; AID 624204;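 active = inhibition at least 30% at 10 µM, raw YFP signal under a set limit, fluorescence ratio 0.5 to 1.5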;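 also: 0% = enzyme with DMSO and 100% = no enzyme wells; some results filed as inactive read as strong as hits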
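material = recombinant human SENP1 catalytic domain, His6-tagged | quantity = 20 pM enzyme | reagent = 25 nM SUMO1 FRET substrate | compound dosing = 10 µM single point, 0.5% DMSO | timing = 50 min enzyme reaction, room temperature, light-protected | detection = FRET, CFP and YFP emission | control set = no-enzyme low, enzyme-DMSO high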
* = called active by the depositor.

Screening CC(C)(C)OC(=O)N1CCCN(C(=O)Nc2cccc(Cl)c2)CC1 returned SENP8 block-1 14, SENP7 block 2, SENP8 block-2 4, UBC13 inh 4, PfGluPho inh 4, MIN6 prolif -1, HKDC1 inh -7, SENP6 block -3 and SENP1 FRET inh 1.
For Cc1ccc(C(=O)Nc2ccnc(-c3ccncc3)n2)cc1 the results were SENP8 block-1 -12, SENP7 block -11, SENP8 block-2 -6, UBC13 inh 0, PfGluPho inh -6, MIN6 prolif 0, HKDC1 inh -11, SENP6 block -2 and SENP1 FRET inh 1.
`COc1ccc(N(CC(C)C)S(=O)(=O)c2nnc(NC(=O)c3ccco3)s2)cc1` gave SENP8 block-1 -137, SENP7 block -5, SENP8 block-2 -3, UBC13 inh -20, PfGluPho inh -36, MIN6 prolif -7, HKDC1 inh 9, SENP6 block 1 and SENP1 FRET inh -13.
C=C(C)c1nc2cc(OC)c(OC)cc2c(=O)o1 was read as SENP8 block-1 -48, SENP7 block 0, SENP8 block-2 -1, UBC13 inh -4, PfGluPho inh -2, MIN6 prolif -1, HKDC1 inh -5, SENP6 block -11 and SENP1 FRET inh -1.
`COc1ccc(C=CC(=O)c2c(OC)cc(OC)c(OC)c2O)cc1` gave SENP8 block-1 31, PfGluPho inh -1, HKDC1 inh 16 and SENP1 FRET inh 4.
`CC(=O)NC(CCS(C)(=O)=O)C(=O)Nc1cccc2ccccc12` (stereo not given) gave SENP8 block-1 7, SENP7 block -2, SENP8 block-2 -2, UBC13 inh -7, PfGluPho inh 15, MIN6 prolif -2, HKDC1 inh 6, SENP6 block 3 and SENP1 FRET inh 3.
Screening CCCC1(c2ccccc2)NC(=O)N(CC(=O)Nc2cc(C)ccc2OC)C1=O (stereo not given) returned SENP8 block-1 18, SENP7 block -6, SENP8 block-2 -4, UBC13 inh 3, PfGluPho inh -7, MIN6 prolif -3, HKDC1 inh -4, SENP6 block -12 and SENP1 FRET inh -1.
Screening O=C(CSc1nnc(CNC(=O)c2ccccc2)o1)NCC1CCCO1 (stereo not given) returned SENP8 block-1 9, SENP7 block -5, SENP8 block-2 -2, UBC13 inh 5, PfGluPho inh 0, MIN6 prolif -4, HKDC1 inh 4, SENP6 block 1 and SENP1 FRET inh -1.
`CCOc1ccc(CCNC(=O)C2CCCN(S(=O)(=O)c3c(C)n[nH]c3C)C2)cc1OCC` (stereo not given) gave SENP8 block-1 21, SENP7 block -9, SENP8 block-2 1, UBC13 inh 6, PfGluPho inh -2, MIN6 prolif -2, HKDC1 inh -3, SENP6 block -16 and SENP1 FRET inh 2.
For CC1CCCCC1NC(=O)C1CCCN1S(=O)(=O)c1cccc2nsnc12 (stereo not given) the results were SENP8 block-1 16, SENP7 block -7, SENP8 block-2 3, UBC13 inh -9, PfGluPho inh 11, MIN6 prolif -1, HKDC1 inh -4, SENP6 block -7 and SENP1 FRET inh 4.
`Cn1c2ccccc2c(=O)c2ccc(C#CC3(O)CCCCC3)cc21` gave SENP8 block-1 inactive, SENP7 block 25, SENP8 block-2 31, UBC13 inh 17, PfGluPho inh 18, MIN6 prolif -7, HKDC1 inh 13, SENP6 block 49 and SENP1 FRET inh -26.
`O=C(O)C(Cc1ccc(O)cc1)N1C(=O)C2CCCCC2C1=O` (stereo not given) gave SENP8 block-1 11, SENP7 block 1, SENP8 block-2 11, UBC13 inh -1, PfGluPho inh -3, MIN6 prolif -2, HKDC1 inh -6, SENP6 block 15 and SENP1 FRET inh -1.
O=C(CCCc1cccs1)Nc1nc2c(s1)CCCC2 was read as SENP8 block-1 24, SENP7 block 11, SENP8 block-2 -3, UBC13 inh 6, PfGluPho inh 16, MIN6 prolif -3, HKDC1 inh 5, SENP6 block 7 and SENP1 FRET inh -1.
Cc1c(C(=O)N2CCC2)oc2ccc(Br)cc12 was read as SENP8 block-1 12, SENP7 block -2, SENP8 block-2 -4, UBC13 inh 8, PfGluPho inh 10, MIN6 prolif 0, HKDC1 inh 0, SENP6 block -7 and SENP1 FRET inh 1.
CCCOP(=O)(c1ccc(N(C)C)cc1)C(Nc1ccccc1)c1ccc(N(C)C)cc1 (stereo not given) was read as SENP8 block-1 -1, SENP7 block -4, SENP8 block-2 3, UBC13 inh -19, PfGluPho inh 10, MIN6 prolif 0, HKDC1 inh -5, SENP6 block -12 and SENP1 FRET inh 0.
`Cc1oc2ccccc2c1CNC(=O)N(C)C` gave SENP8 block-1 3, SENP7 block 6, SENP8 block-2 6, UBC13 inh 2, PfGluPho inh 1, MIN6 prolif -1, HKDC1 inh 0, SENP6 block 5 and SENP1 FRET inh 0.
For COCCNC(=O)c1ccc2snnc2c1 the results were SENP8 block-1 18, SENP7 block 9, SENP8 block-2 1, UBC13 inh -6, PfGluPho inh -18, MIN6 prolif -1, HKDC1 inh -2, SENP6 block 0 and SENP1 FRET inh 1.
Screening COc1ccc(NC(C)=O)cc1S(=O)(=O)N(C)Cc1c(C)nn(-c2ccccc2)c1C returned SENP8 block-1 2, SENP7 block -5, SENP8 block-2 8, UBC13 inh -4, PfGluPho inh -11, MIN6 prolif 0, HKDC1 inh 0, SENP6 block -12 and SENP1 FRET inh -1.
For COCc1ccc(C(=O)Nc2cccc(S(=O)(=O)N(C)c3ccccc3)c2)cc1 the results were SENP8 block-1 9, SENP7 block -2, SENP8 block-2 -2, UBC13 inh 6, PfGluPho inh 18, MIN6 prolif -4, HKDC1 inh 1, SENP6 block 7 and SENP1 FRET inh -1.
O=S(=O)(Nc1nc(-c2ccccc2)cs1)c1cccc(C(F)(F)F)c1 was read as SENP8 block-1 2, SENP7 block 2, SENP8 block-2 -2, UBC13 inh -8, PfGluPho inh -20, MIN6 prolif -2, HKDC1 inh 5, SENP6 block -13 and SENP1 FRET inh 0.
For O=C(O)C/C(=C\c1cccc(NC(=O)c2ccccc2Cl)c1)c1nc2ccccc2s1 the results were SENP8 block-1 -472, SENP7 block 0, SENP8 block-2 -6, UBC13 inh -2, PfGluPho inh -50, MIN6 prolif -4, HKDC1 inh 13, SENP6 block -14 and SENP1 FRET inh -35.
COc1ccc(N2CCN(Cc3nc4scc(-c5cccs5)c4c(=O)[nH]3)CC2)cc1 was read as SENP8 block-1 -38, SENP7 block 9, SENP8 block-2 -1, UBC13 inh -3, PfGluPho inh -5, MIN6 prolif -1, HKDC1 inh -6, SENP6 block -4 and SENP1 FRET inh 14.
For O=C(O)CCSc1nc2ccccc2n1Cc1ccccc1 the results were SENP8 block-1 6, SENP7 block -7, SENP8 block-2 -4, UBC13 inh -10, PfGluPho inh -11, MIN6 prolif 0, HKDC1 inh -2, SENP6 block -15 and SENP1 FRET inh -8.
Screening NC(=O)c1cc(-c2ccccc2)nc(N2CCCCCC2)n1 returned SENP8 block-1 -126, SENP7 block -5, SENP8 block-2 -6, UBC13 inh 18, PfGluPho inh -1, MIN6 prolif -2, HKDC1 inh 0, SENP6 block 2 and SENP1 FRET inh -33.
`CCCCC[C@H]1CN(C2CCCCC2)C(=O)[C@@H]1CC(=O)NCc1ccccc1` gave SENP8 block-1 15, SENP7 block 6, SENP8 block-2 -1, UBC13 inh -2, PfGluPho inh 6, MIN6 prolif -4, HKDC1 inh -2, SENP6 block 1 and SENP1 FRET inh 0.
`Cc1ccccc1-c1nc(CS(=O)CC(=O)NC2CCCCC2)c(C)o1` (stereo not given) gave SENP8 block-1 10, SENP7 block 1, SENP8 block-2 3, UBC13 inh -2, PfGluPho inh -13, MIN6 prolif -3, HKDC1 inh -1, SENP6 block -6 and SENP1 FRET inh -2.
Screening Cc1cccc(NC(=O)c2cccc(N3C(=O)C4C5C=CC(C6CC56)C4C3=O)c2)c1 (stereo not given) returned SENP8 block-1 8, SENP7 block -1, SENP8 block-2 6, UBC13 inh -7, PfGluPho inh 3, MIN6 prolif 0, HKDC1 inh 4, SENP6 block -13 and SENP1 FRET inh 2.
`Cc1nc(SCC(=O)Nc2ccccc2C(F)(F)F)c(C#N)c(C)c1CC(=O)c1ccc(Br)cc1` gave SENP7 block -1, SENP8 block-2 1, UBC13 inh -17, MIN6 prolif -3 and SENP6 block 4.
For CCN(c1cccc(C)c1)S(=O)(=O)c1cc(CN2C(=O)c3cccnc3C2=O)ccc1OC the results were SENP8 block-1 23, SENP7 block 12, SENP8 block-2 -5, UBC13 inh -9, PfGluPho inh 0, MIN6 prolif 0, HKDC1 inh -4, SENP6 block -1 and SENP1 FRET inh 4.
Screening COC(=O)c1ccccc1NC(=O)CCCn1nc(C)c2c(C)n(-c3ccccc3)nc2c1=O returned SENP8 block-1 -11, SENP7 block -12, SENP8 block-2 -10, UBC13 inh -4, PfGluPho inh -10, MIN6 prolif 2, HKDC1 inh -2, SENP6 block -3 and SENP1 FRET inh -1.
For CC(C)(C)c1ccc(C(=O)N/N=C/c2cccc(Cl)c2)cc1 the results were SENP8 block-1 15, SENP7 block -4, SENP8 block-2 2, UBC13 inh -15, PfGluPho inh 9, MIN6 prolif -5, HKDC1 inh -10, SENP6 block 6 and SENP1 FRET inh 2.
`N/C(=N\c1nc2ccccc2o1)NC(=O)c1ccc(F)cc1` gave SENP8 block-1 7, SENP7 block -11, SENP8 block-2 -8, UBC13 inh -7, PfGluPho inh -12, MIN6 prolif 0, HKDC1 inh -5, SENP6 block -8 and SENP1 FRET inh 1.
For O=C(c1c(F)c(F)c(F)c(F)c1F)N1CCN(Cc2ccc3c(c2)OCO3)CC1 the results were SENP8 block-1 20, SENP7 block 1, SENP8 block-2 3, UBC13 inh -12, PfGluPho inh -8, MIN6 prolif -2, HKDC1 inh 4, SENP6 block 1 and SENP1 FRET inh -1.
Screening CCOc1ccc(NC(=O)N2CCN(S(C)(=O)=O)CC2)cc1 returned SENP8 block-1 15, SENP7 block -1, SENP8 block-2 -10, UBC13 inh 1, PfGluPho inh -3, MIN6 prolif -1, HKDC1 inh -7, SENP6 block -8 and SENP1 FRET inh 0.
CCOC(=O)C1(C(F)(F)F)N=C(c2ccccc2F)OC(N(C)C)=N1 (stereo not given) was read as SENP8 block-1 5, SENP7 block -1, SENP8 block-2 -9, UBC13 inh -8, PfGluPho inh 12, MIN6 prolif -1, HKDC1 inh -2, SENP6 block -16 and SENP1 FRET inh 3.
Screening CCCc1sc(N)nc1-c1ccc(Cl)cc1 returned SENP8 block-1 14, SENP7 block -4, SENP8 block-2 -5, UBC13 inh 0, PfGluPho inh 13, MIN6 prolif 0, HKDC1 inh -2, SENP6 block -11 and SENP1 FRET inh 0.
`Cc1ccc(-c2ccc(SCC(=O)NC3CCCCC3)nn2)cc1` gave SENP8 block-1 0, SENP7 block -4, SENP8 block-2 -7, UBC13 inh -1, PfGluPho inh -5, MIN6 prolif -6, HKDC1 inh 2, SENP6 block -12 and SENP1 FRET inh -1.

Molecules from the list above with bromine (two):
Cc1c(C(=O)N2CCC2)oc2ccc(Br)cc12 was read as SENP8 block-1 12, SENP7 block -2, SENP8 block-2 -4, UBC13 inh 8, PfGluPho inh 10, MIN6 prolif 0, HKDC1 inh 0, SENP6 block -7 and SENP1 FRET inh 1.
`Cc1nc(SCC(=O)Nc2ccccc2C(F)(F)F)c(C#N)c(C)c1CC(=O)c1ccc(Br)cc1` gave SENP7 block -1, SENP8 block-2 1, UBC13 inh -17, MIN6 prolif -3 and SENP6 block 4.
